Source: PubChem BioAssay
TRHR PAM: TRH receptor (human) allosteric enhancement. TRHR cells, fluo-8 calcium fluorescence, EC20 TRH enhancement. 0.66% of 360,000 active. P34981. enhancement, % at 2 µM; in the data active = enhancement above about 30%; note: 0% is about no effect
Target sequence (P34981 whole entry, looked up): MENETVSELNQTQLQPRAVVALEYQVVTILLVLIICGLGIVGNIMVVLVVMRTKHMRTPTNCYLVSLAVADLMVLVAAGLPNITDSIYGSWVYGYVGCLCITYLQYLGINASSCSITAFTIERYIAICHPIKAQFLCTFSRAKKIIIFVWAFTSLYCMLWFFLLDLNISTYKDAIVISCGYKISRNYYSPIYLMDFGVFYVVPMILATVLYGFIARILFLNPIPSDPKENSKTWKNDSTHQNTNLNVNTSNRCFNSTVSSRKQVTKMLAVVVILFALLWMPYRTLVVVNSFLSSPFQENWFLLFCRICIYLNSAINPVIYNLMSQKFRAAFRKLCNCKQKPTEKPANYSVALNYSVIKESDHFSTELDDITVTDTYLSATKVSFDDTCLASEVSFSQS
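TRHR-expressing cells loaded with fluo-8 calcium dye were read kinetically (ex 480/em 530) during compound addition, then stimulated with an EC20 of TRH (10 nM final). Enhancement of the Gq-mediated intracellular calcium response was scored.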
mIDH1 inhibitor: blocks human mutant IDH1 R132H enzyme | AID 602179 | 0.093% of 390,000 active | Potency, µM (top dose mostly 76.6 µM), inactives show top-dose activity change, negative = inhibition, hits mostly inhibitors | O75874 | IDH1-R132H enzyme, NADPH consumption, diaphorase/resazurin fluorescence; note: potency is the fitted concentration of half-maximal effect; % is set by controls: 0 for no effect and ±100 for the full control effect; nearly all actives have a fitted effect of over 65% in size
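IDH1-R132H (0.5 ug/mL) preincubated 30 min with compound, then NADPH (0.016 mM) and alpha-KG (2 mM) added; 80 min at RT, pH 7.5. Remaining NADPH coupled via diaphorase/resazurin to fluorescence (540/590 nm); concentration-response curves normalized to no-enzyme control.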
Pin1 inh: inhibitors of human Pin1; Pin1 FP peptide displacement, HiFluor488, 10 min; Potency, µM (titrated, usually from 115 µM), for the others: at the highest dose activity, negative = inhibition, actives largely listed as inhibitors; 0.009% of 390,000 active; active = well fitted inhibition curve with a large enough effect in the polarisation, with a control signal flat, not every such curve was filed as active; inconclusive = small, poorly fitted or top-dose-only effect, or effect the other way, or a change in a side signal; inactive = no such curve, though single readings can be large or run the other way; the % refers to the polarisation; note: potency is the fitted concentration of half-maximal effect; % is set by controls: 0 for no effect and ±100 for the full control effect
Target sequence (Q13526 whole entry, looked up): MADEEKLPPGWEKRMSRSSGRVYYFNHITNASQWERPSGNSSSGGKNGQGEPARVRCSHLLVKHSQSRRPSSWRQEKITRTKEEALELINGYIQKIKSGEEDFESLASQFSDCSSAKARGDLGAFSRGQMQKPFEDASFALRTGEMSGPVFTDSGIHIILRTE
TRHR agonist: TRH receptor (human) agonism | P34981 | TRHR cells, calcium flux fluo-8, FDSS agonist mode | activation, % at 2 µM | 0.18% of 360,000 active | AID 493084; in the data active = activation above about 30%; note: 0% is about no effect
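Fluo-8-loaded TRHR cells; 10 s baseline, compound added, kinetic Ca2+ fluorescence read 1/s, agonist mode.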
D2 antagonist: antagonizes the human D2 dopamine receptor; P14416; HEK293 TREx D2 cells, calcium flux, dopamine EC80; inhibition, % at 10 µM; 2% of 340,000 active; in the data active = inhibition above about 30%; note: 0% is about no effect
Target sequence (P14416 whole entry, looked up): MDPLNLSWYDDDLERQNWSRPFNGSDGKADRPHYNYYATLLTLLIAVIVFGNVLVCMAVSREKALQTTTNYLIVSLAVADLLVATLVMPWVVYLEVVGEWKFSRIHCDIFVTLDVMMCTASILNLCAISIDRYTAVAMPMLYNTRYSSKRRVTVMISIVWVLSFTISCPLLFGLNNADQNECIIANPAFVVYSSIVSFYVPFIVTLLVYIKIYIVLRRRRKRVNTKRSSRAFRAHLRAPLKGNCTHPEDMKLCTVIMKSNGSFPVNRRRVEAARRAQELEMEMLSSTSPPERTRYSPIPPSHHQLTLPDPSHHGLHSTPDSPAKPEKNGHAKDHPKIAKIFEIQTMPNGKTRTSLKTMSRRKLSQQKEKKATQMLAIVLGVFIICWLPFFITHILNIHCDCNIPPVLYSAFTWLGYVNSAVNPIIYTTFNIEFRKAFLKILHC
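Overnight-induced (tetracycline, 30 C) HEK293 T-REx cells carrying force-coupled D2 receive a no-wash calcium dye, then compound, then EC80 dopamine at 180 s; signals are read kinetically throughout.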
USP1-UAF1 inh: inhibitors of human USP1/UAF1 deubiquitinase | O94782 | recombinant USP1/UAF1, Ub-Rhodamine cleavage fluorescence | Potency, µM (doses to about 57.1 µM), without a hit: at the highest dose activity change, negative = inhibition, most hits filed as inhibitors | 0.23% of 390,000 active | AID 743255; note: potency is the fitted concentration of half-maximal effect; % is set by controls: 0 for no effect and ±100 for the full control effect; nearly all actives have a fitted effect of over 60% in size; inactives centre near -12
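Step one: compound is pinned into 1nM USP1/UAF1 in HEPES pH 7.8 buffer with TCEP. Step two: 15 min room-temperature incubation. Step three: Ub-Rho (150nM final) starts cleavage, tracked by fluorescence over six one-minute reads.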
TrxR1 substrate: rat thioredoxin reductase 1 substrate activity. purified TrxR1 substrate turnover, NADPH consumption readout. 0.01% of 390,000 active. O89049. Potency, µM (highest dose often 114 µM), for the others: at the highest dose activity change, negative = substrate turnover. AID 588456; note: potency is the fitted concentration of half-maximal effect; % is set by controls: 0 for no effect and ±100 for the full control effect; nearly all actives have a fitted effect of over 50% in size
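Rat TrxR1, dispensed at 90 nM, was prereduced with 400 uM NADPH (final) for 5 min at ~22 deg C, then incubated with compound 15 min before 400 uM selenite. A first-read NADPH fluorescence drop versus no-compound background flagged substrates.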
D2 agonist: agonists of human D2 dopamine receptor; HEK293 T-REx D2 cells, calcium flux agonist mode; activation, % at 2 µM; 0.53% of 340,000 active; AID 485358;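 active = activation over 3 SD above normal in the single-dose calcium agonist read, cut at about 30% in these data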; note: 0% is about no effect
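HEK293 Trex D2 cells, tetracycline-induced, o/n 30 C 5% CO2; no-wash Ca dye, RT 30–90 min; 10-cycle baseline, 23 nl cpd added, kinetic Ca read 180 s; agonist hits = positive Ca response.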
TrxR1 inh: inhibitors of rat thioredoxin reductase 1. O89049. recombinant rTrxR1, NADPH fluorescence consumption, selenite substrate. Potency, µM (doses to about 114 µM), inactives show at the highest dose activity change, negative = inhibition, usual class: inhibitors. 1% of 390,000 active. AID 588453; note: potency is the fitted concentration of half-maximal effect; % is set by controls: 0 for no effect and ±100 for the full control effect; nearly all actives have a fitted effect of over 65% in size
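Rat TrxR1 (90 nM in the dispensed reagent) was pre-reduced with 400 uM NADPH for 5 min at room temperature, then incubated with compound for 15 min. After 400 uM selenite was added, NADPH fluorescence (Ex 340/Em 450 nm) was followed for 8 min.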
Numbers without * were called inactive; u = inconclusive; x = no result given; & = joins results of further samples; [ ] = dose if it differs, or a comment. Unless noted, calls come from the whole dose curve; as a rule, active = well fitted inhibition curve with a large enough effect; inconclusive = small, poorly fitted or top-dose-only effect; inactive = no such curve, though single readings can be large or run the other way.

SMILES	TRHR PAM	mIDH1 inhibitor	Pin1 inh	TRHR agonist	D2 antagonist	USP1-UAF1 inh	TrxR1 substrate	D2 agonist	TrxR1 inh
Cc1ccc2nsnc2c1S(=O)(=O)N1CCN(C(=O)C2CCCO2)CC1 (configuration not stated)	-5	12%	1%	0.0	7	-5%	-6%	0.5	-23%
O=C(Nc1ccc(N2CCCCC2)cc1)c1cc(S(=O)(=O)N2CCOCC2)ccc1F	10	4%	2%	-0.5	-7	-1%	-3%	-0.4	6%
CSCC[C@H](NC(=O)c1cccc(S(=O)(=O)N2CCN(C)CC2)c1)c1nc2ccccc2[nH]1	x	1%	-4%	x	x	-11%	u	x	-15%
CC(=O)Nc1ccc(C=CC=Cc2cccc([N+](=O)[O-])c2)cc1	x	5%	-6%	x	x	-23%	-6%[57.1 µM]	x	-56%[57.1 µM]
COc1ccc(C(=O)Nc2cc(-c3ccccc3)nn2-c2ccccc2)cc1	4	0%	3%	0.0	x	-30%	2%[57.1 µM]	-1.9	29%[57.1 µM]
COC(=O)C1=C(CS(=O)(=O)c2ccc(C)cc2C)NC(=O)NC1c1ccc(C)cc1 (configuration not stated)	1	8%	7%	-1.9	x	-14%	-3%	-0.8	-10%
CN(C)/C=N/c1cc(=O)[nH]c(=O)n1CC1CC1	-1	-4%	-9%	0.1	-9	9%	5%[57.1 µM]	0.5	17%[57.1 µM]
COc1ccccc1CNC(=O)C(Cc1ccccc1)NS(=O)(=O)c1ccc2c(c1)CCN2C(C)=O (configuration not stated)	-4	-8%	10%	-0.1	x	0%	6%	-0.2	25%
Cc1cccc(NC(=O)CCc2c(C)nn(-c3ccc(N4CCCCC4)nn3)c2C)c1	-2	-6%	u	0.5	8	-28%	2%	1.0	18%
CCn1c(=O)c(C(=O)Nc2ccccc2)c(O)c2ccccc21	1	6%	-12%	0.6	7	0%	10%	0.7	8%
CN(c1cccc(NS(=O)(=O)c2cccs2)c1)S(C)(=O)=O	-13	-1%	2%	0.5	17	-14%	4%[57.1 µM]	0.1	15%[57.1 µM]
CCn1c(=O)c2cc(C(=O)Nc3cccc(C(F)(F)F)c3)sc2c2ccccc21	3	-5%	1%	0.2	x	u	11%	x	39%[activator]
CC(=O)NC1CC2CCCC(C1)N2C(=O)Nc1ccc(Cl)c(C(F)(F)F)c1 (configuration not stated)	-2	2%	u	-0.6	2	-2%	-8%	-0.6	-11%
O=C(c1cc(COc2cccc(C(F)(F)F)c2)on1)N1C[C@@H]2CCC[C@H]1C2	-2	8%	-4%	0.0	x	-21%	-15%	x	-11%
Cn1cnnc1SC(C(=O)Nc1ccc(F)cc1)c1ccccc1 (configuration not stated)	23	6%	-5%	-0.3	0	-16%	-1%	0.0	-3%
CCOc1ccc(/C=C(/NC(=O)c2ccccc2Cl)C(=O)O)cc1	-2	-2%	3%	0.5	x	-20%	-3%[57.1 µM]	x	2%[57.1 µM]
COc1ccc(CN2CCN(C(=O)CCC(=O)c3ccc(C)s3)CC2)cc1OC	7	0%	12%	-1.1	2	-18%	-5%	0.2	u
Cc1ccc(/C=N/NC(=O)c2ccco2)s1	-3	0%	-8%	-0.4	-11	0%	-16%	0.4	u
CNS(=O)(=O)c1ccc(OC)c(-c2nnc3c4ccccc4c(C)nn23)c1	6&9	-6%&2%	-21%&1%	0.5&0.2	22	-26%&0%	14%&17%	-0.6&0.7	46%&24%[activator]
Cc1ccc(-c2cc(-c3ccccc3)c(C#N)c(N)n2)o1	4	-1%	u	0.1	-12	-3%	139%[activator][57.1 µM]	0.0	-33%[57.1 µM]
COc1ccccc1NS(=O)(=O)c1cccc(C(=O)N2CCCCCC2)c1	-4	-2%	-5%	0.1	-2	1%	-2%[57.1 µM]	-0.5	4%[57.1 µM]
Cc1ccc(Cl)cc1NC(=O)Cn1cc2c(n1)CCCC2	3	-5%	2%	-0.2	8	-14%	1%	-0.3	21%
COc1ccccc1C(=O)NNC(=O)C(=O)Nc1cccc(Cl)c1C	-7	3%	-6%	0.1	21	-6%	-2%	0.2	7%
O=C(NNS(=O)(=O)c1ccccc1[N+](=O)[O-])c1cccc(Br)c1	7	4%	-6%	-0.8	x	-15%	3%[57.1 µM]	x	11%[57.1 µM]
COc1cccc(C(Nc2ccccn2)c2oc(CO)cc(=O)c2O)c1 (configuration not stated)	-8	-2%	3%	-0.8	4	-25%	-2%	0.9	71µM*
O=C(COC(=O)c1ccccc1)NC12CC3CC(CC(C3)C1)C2	4	0%	0%	-0.1	-22	-9%	4%	0.2	14%
CC1CCCN(CCCN2C(=O)C3C(C(=O)Nc4cccc(Cl)c4)C4C=CC3(O4)C2C(=O)NC2CCCCC2)C1 (configuration not stated)	16	-10%	-2%	0.1	-2	-21%	-10%	0.9	-19%
C=CCOc1c(Br)cc(/C=C(\C#N)C(N)=O)cc1OC	-2	0%	1%	0.1	-2	-10%	2%	0.7	-1%
COc1cc(/C=C/C(=O)c2ccc3c(c2)OCO3)cc(Cl)c1O	22	3%	u	197*	35*	u	-9%	78*	u
COCCN(C(=S)Nc1ccc(C(C)C)cc1)C(C)c1cccs1 (configuration not stated)	-2	2%	20%	-0.3	-11	-23%	0%	1.7	1%
Cc1ccc(S(=O)(=O)N2CCN(C(=O)CN3CCOCC3)C2C(C)C)cc1 (configuration not stated)	-8	-1%	-13%	1.2	-2	-8%	-8%	-0.4	-12%
C=C(C)C(O)Cc1c(OC)ccc(C(=O)/C=C/c2ccc(O)cc2)c1O (configuration not stated)	x	-9%	10%	x	x	-9%	-10%	x	1%
CC(C)(C)n1ncc2c(=O)n(CC(=O)NCc3ccco3)cnc21	-4	1%	-4%	-0.6	12	-19%	2%	-1.0	-11%
Nc1cc(=O)[nH]c(=O)n1Cc1ccco1	4	-1%	3%	0.4	-10	0%	11%[57.1 µM]	0.1	36%[activator][57.1 µM]
Cc1cc(=O)n2[nH]c(-c3ccc(Cl)cc3)cc2n1	-7	4%	-4%	-1.0	7	4%	17%[57.1 µM]	1.4	3%[57.1 µM]
C#CCOCCOCCOCCNc1nc(N2CCOCC2)nc(N2CCN(C(=O)Cn3cc(CCCCN)nn3)CC2)n1	x	-15%	-1%	x	x	u	5%	x	10%[57.1 µM]
O=C(NCc1cccnc1)Nc1cccc(NC(=O)NCc2cccnc2)c1F	6	1%	0%	0.0	-15	-18%	-1%	-0.4	2%
Cn1c(SCC(=O)NNC(=S)Nc2ccccc2)nnc1-c1ccccc1	0	-2%	5%	-0.2	6	-6%	-7%	-0.3	u
O=S(=O)(NCc1ccccc1Br)c1ccccc1Br	-3	25%	3%	0.3	-1	-12%	0%&-9%	0.0	6%&-15%
COc1ccc(C(=O)NC(=S)NCc2ccco2)cc1	3	0%	3%	-0.2	4	-4%	6%[57.1 µM]	-0.3	-58%
Cc1cc(C(=O)NNC(=O)c2ccc(Cl)cc2)no1	-1	-9%	-11%	-0.5	9	0%	7%	0.1	24%
COc1ccc(Cn2c(C(=O)O)c(CNC3CCCC3)c3ccc(C)cc32)cc1	3	2%	-2%	-0.1	x	-1%	7%	0.4	18%
Cc1c(Cl)ccc2c(C(O)CBr)cc(-c3ccccc3)nc12 (configuration not stated)	x	1%	2%	x	x	-8%	7%[57.1 µM]	x	22%[57.1 µM]
COc1ccc(OC)c(S(=O)(=O)Nc2cc3c(cc2C)n(C)c(=O)c(=O)n3C)c1	1	-3%	-2%	0.2	x	-1%	3%[57.1 µM]	-0.4	4%[57.1 µM]
Cc1cc2n(n1)CCCN2C(=O)Nc1cccc(C)c1C	2	-10%	1%	0.5	x	6%	1%	0.8	14%

Structures listed so far containing bromine:
SMILES	TRHR PAM	mIDH1 inhibitor	Pin1 inh	TRHR agonist	D2 antagonist	USP1-UAF1 inh	TrxR1 substrate	D2 agonist	TrxR1 inh
O=C(NNS(=O)(=O)c1ccccc1[N+](=O)[O-])c1cccc(Br)c1	7	4%	-6%	-0.8	x	-15%	3%[57.1 µM]	x	11%[57.1 µM]
C=CCOc1c(Br)cc(/C=C(\C#N)C(N)=O)cc1OC	-2	0%	1%	0.1	-2	-10%	2%	0.7	-1%
O=S(=O)(NCc1ccccc1Br)c1ccccc1Br	-3	25%	3%	0.3	-1	-12%	0%&-9%	0.0	6%&-15%
Cc1c(Cl)ccc2c(C(O)CBr)cc(-c3ccccc3)nc12 (configuration not stated)	x	1%	2%	x	x	-8%	7%[57.1 µM]	x	22%[57.1 µM]

Additional structures follow:
SMILES	TRHR PAM	mIDH1 inhibitor	Pin1 inh	TRHR agonist	D2 antagonist	USP1-UAF1 inh	TrxR1 substrate	D2 agonist	TrxR1 inh
Cc1ccc(-n2c(=O)[nH]c3c(C(N)=O)nc(-c4ccc(C)o4)nc32)cc1	13	0%	16%	-0.2	-2	-24%	15%	0.1	14%
C#CCSc1nnnn1-c1cccc(Cl)c1	15	-2%	7%	-1.9	2	-8%	-6%	0.1	-19%
CCCc1nnc2n1N=C(c1ccc(OC)c(OC)c1)CS2	34*	6%	-8%	-0.8	13	u	8%[57.1 µM]	1.1	-9%
Cc1cc(C)c(/C=C/c2onc(C)c2S(=O)(=O)N2CCC(C(=O)N(C)Cc3ccccc3)CC2)c(C)c1	4	-20%	-2%	0.5	x	-16%	4%[57.1 µM]	x	37%[activator][57.1 µM]
CC(=O)c1cccc(Nc2cc(C)nc3ccc(C)cc23)c1	-1	2%	4%	0.5	4	2%	-5%[57.1 µM]	-1.6	1%[57.1 µM]
C=CCN(Cc1cccs1)C(=O)COc1ccc2c(c1)OCO2	x	1%	3%	x	x	-2%	1%	x	7%
CCOC(=O)c1nn(-c2ccccc2)c(=O)cc1OCC(=O)Nc1cc(C)ccc1OC	2	0%	-3%	0.9	8	-14%	13%	0.2	28%
CCOc1cc2[nH]c(=S)n(CCC(=O)NCc3ccc(OC)cc3)c(=O)c2cc1OCC	2	-2%	0%	-0.1	-6	-18%	1%	0.3	13%
Oc1cc(NCCc2cccnc2)cc2cccnc12	-3	x	u	0.3	x	x	8%[57.1 µM]	x	u
CCOC(=O)C1CCCN(Cc2nc(N)nc(Nc3ccc(Cl)cc3)n2)C1 (configuration not stated)	2	-4%	10%	-1.1	-8	0%	9%[57.1 µM]	0.2	-36%

These rows are one share of the data; the hit share may differ from the screen's.
